Screening results: PubChem, National Center for Advancing Translational Sciences (NCATS)
ERG-DNA inh: blocks human ERG Ets domain binding to DNA; P11308; fluorescence polarization, His-ERG Ets domain / labelled DNA; Potency, µM (highest dose often 76.9 µM), without a hit: at the highest dose FP activity, negative = inhibition, most hits filed as inhibitors; 370,000 compounds, 0.028% hits; AID 624246; active = well fitted inhibition curve with a large enough effect in the polarisation, with a control signal flat; inconclusive = small, poorly fitted or top-dose-only effect, or effect the other way, or a change in a side signal; inactive = no such curve, though single readings can be large or run the other way; the % refers to the polarisation;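 note: polarization taken with two DNA probes labelled with fluorescein and Texas red; potency is the fitted concentration of half-maximal effect; % of control where 0% means no effect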
Target sequence (P11308 whole entry, looked up, the tested form may be a part): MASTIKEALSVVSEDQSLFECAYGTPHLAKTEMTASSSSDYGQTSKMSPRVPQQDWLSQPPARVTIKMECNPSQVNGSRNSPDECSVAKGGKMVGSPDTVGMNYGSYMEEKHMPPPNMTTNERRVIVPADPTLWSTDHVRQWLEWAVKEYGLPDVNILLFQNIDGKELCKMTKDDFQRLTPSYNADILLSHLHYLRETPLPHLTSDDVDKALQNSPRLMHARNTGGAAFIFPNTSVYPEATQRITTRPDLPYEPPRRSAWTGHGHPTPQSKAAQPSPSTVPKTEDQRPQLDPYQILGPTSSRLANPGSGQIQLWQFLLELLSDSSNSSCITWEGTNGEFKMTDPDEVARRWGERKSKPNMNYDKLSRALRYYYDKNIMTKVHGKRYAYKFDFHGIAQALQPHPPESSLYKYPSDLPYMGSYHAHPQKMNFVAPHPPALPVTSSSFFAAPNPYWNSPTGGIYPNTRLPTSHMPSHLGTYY
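His-tagged ERG Ets domain (1 uM in the protein solution; 300mM KCl, 50mM Tris-HCl, 1mM EDTA, 1mM DTT, pH 7.5) received compound, then a probe mix of 5 nM fluorescein-DNA and 100nM Texas-615-DNA. Fluorescence polarization was read for both dyes.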
12-LOX inh: blocks human arachidonate 12S-lipoxygenase; purified 12hLO, xylenol orange hydroperoxide absorbance; 580,000 compounds, 1.1% hits; P18054; Potency, µM (top dose mostly 108 µM), without a hit: top-dose activity change, negative = inhibition, hits mostly inhibitors; AID 1671190; note: potency is the fitted concentration of half-maximal effect; % is set by controls: 0 for no effect and ±100 for the full control effect
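Purified human 12hLO (150 nM final) in 25 mM Hepes, 0.01% Triton X-100, pH 7.0 was preincubated 15 min at room temperature with compound. Then 40 uM arachidonic acid was added, 30 min. Hydroperoxide was read by Fe-XO absorbance ratio 573/405 nm.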
Vif-A3F inh: Vif-A3F binding inhibition; HeLa A3F-eYFP + Vif (tagged APOBEC3F with the HIV-1 protein that degrades it), YFP fluorescence increase; Potency, µM (titrated, usually from 46.1 µM), without a hit: at the top dose activity, negative = active; 390,000 compounds, 0.2% hits; AID 602313; note: potency is the fitted concentration of half-maximal effect; % of control where 0% means no effect; nearly all actives have a fitted effect of over 65% in size
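HeLa cells stably expressing A3F-eYFP plus Vif, plated and incubated overnight at 37 deg C, then exposed to compounds overnight at 37 deg C. Blocked degradation read as raised yellow fluorescence (Ex 488/Em 500-530).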
RGS4 inh: inhibitors of human regulator of G protein signaling 4; Potency, µM (highest dose often 114 µM), inactives show at the highest dose activity change, negative = inhibition, actives largely listed as inhibitors; AID 504845; Transcreener GDP fluorescence polarization, RGS4-accelerated GTP hydrolysis; 390,000 compounds, 0.039% hits; note: potency is the fitted concentration of half-maximal effect; % is set by controls: 0 for no effect and ±100 for the full control effect; nearly all actives have a fitted effect of over 75% in size; some results filed as inactive show a strong effect at the top dose
Target sequence (P49798 whole entry, looked up): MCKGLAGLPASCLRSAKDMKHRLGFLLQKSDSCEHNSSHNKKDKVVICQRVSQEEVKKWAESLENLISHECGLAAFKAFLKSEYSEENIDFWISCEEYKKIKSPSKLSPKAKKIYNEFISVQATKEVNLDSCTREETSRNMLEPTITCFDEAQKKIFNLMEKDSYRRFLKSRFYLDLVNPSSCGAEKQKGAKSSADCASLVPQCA
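MLSMR compounds (23 nl, pin-transferred) preincubated 10 min at room temperature with a 500nM (2x) first reagent, then RGS4 at 900nM (2x) plus Transcreener GDP mix added; fluorescence polarization (620/688 nm) read before and after 90 min at 30 °C.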
LDHA inh: inhibitors of human lactate dehydrogenase A. purified LDHA, NADH/diaphorase-resazurin fluorescence; active compounds read low. 480,000 compounds, 0.15% hits. P00338. AID 1347041. activity change, % (values are at about 110 or 230 µM); in the data active = activity change below about -30%; inconclusive = mostly about -25% to -30%;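 note: plate controls were DMSO wells for no effect and wells without enzyme for full effect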
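Human LDH5 (2 nM) was incubated with 0.06 mM NADH and 0.2 mM pyruvate for 5 min at room temperature in Tris pH 7.4. Remaining NADH was coupled through diaphorase/resazurin, and resorufin fluorescence was read at 0 and 20 min.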
D2 agonist: agonists of human D2 dopamine receptor; 340,000 compounds, 0.53% hits; AID 485358; P14416; HEK293 T-REx D2 cells, calcium flux agonist mode; activation, % at 2 µM;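 active = activation over 3 SD above normal in the single-dose calcium agonist read, cut at about 30% in these data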; note: 0% is about no effect
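Calcium-flux readout, 1 cycle/sec over 180 s following compound pin transfer, in inducible HEK293 Trex D2 cells (force-coupled); dopamine controls included. Positive calcium responses during this window marked compounds as potential agonists.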
D2 antag: antagonizes the human D2 dopamine receptor | HEK293 TREx D2 cells, calcium flux, dopamine EC80 | inhibition, % at 10 µM | 340,000 compounds, 2% hits | AID 485344; in the data active = inhibition above about 30%; note: 0% is about no effect
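Cells plated overnight at 30 C with tetracycline; no-wash calcium dye, 30–90 min RT; 10 s baseline; compound pinned; 180 s read; EC80 dopamine added; another 180 s read.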
Vif-A3G inh: Vif-A3G binding inhibition; Potency, µM (doses to about 46.1 µM), inactives show at the highest dose activity, negative = active, hits mostly inhibitors; Q9HC16; HeLa A3G-eYFP + Vif (tagged APOBEC3G with the HIV-1 protein that degrades it), YFP fluorescence, overnight; AID 602310; 410,000 compounds, 0.076% hits;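 note: potency is the fitted concentration of half-maximal effect; % is set by controls: 0 for no effect and ±100 for the full control effect; nearly all actives have a fitted effect of over 60% in size; hits raise eYFP signal because A3G escapes Vif-driven loss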
Target sequence (Q9HC16 whole entry, looked up): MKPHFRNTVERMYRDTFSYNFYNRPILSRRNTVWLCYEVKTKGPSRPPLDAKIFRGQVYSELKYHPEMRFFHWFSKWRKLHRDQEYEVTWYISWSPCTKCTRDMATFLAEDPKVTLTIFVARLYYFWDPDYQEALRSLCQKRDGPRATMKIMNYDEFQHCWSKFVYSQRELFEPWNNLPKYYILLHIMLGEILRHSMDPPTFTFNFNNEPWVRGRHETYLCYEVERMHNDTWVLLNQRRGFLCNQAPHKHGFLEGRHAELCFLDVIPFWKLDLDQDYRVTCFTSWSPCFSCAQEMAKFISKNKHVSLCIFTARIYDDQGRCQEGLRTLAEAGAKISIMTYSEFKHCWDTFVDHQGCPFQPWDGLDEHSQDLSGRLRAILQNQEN
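HeLa cells stably expressing Vif and C-terminally eYFP-tagged A3G, seeded overnight at 37 deg C, then exposed to compound by pintool overnight at 37 deg C. Rise in yellow fluorescence (Ex 488/Em 500-530, Acumen) marks blocked Vif-driven A3G degradation.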
Glioma ERSR ind: induces the endoplasmic reticulum stress response in human glioma cells. AID 602332. Potency, µM, without a hit: at the top dose activation, actives largely listed as activators. 420,000 compounds, 0.02% hits. U87-MG GRP78 promoter luciferase reporter, 16 h; note: potency is the fitted concentration of half-maximal effect; series mostly up to about 76 µM; % of control where 0% means no effect; nearly all actives have a fitted effect of over 35% in size
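ERSR induction read as luciferase luminescence (Bright-Glo, 10 min at room temperature) in stably transfected human U87-MG glioma cells exposed to compounds for 16 h, using GRP78 as sensor.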
* hit, by the source's call; ? = inconclusive; / = not tested or not shown; [ ] = dose if it differs, or a comment. Unless noted, calls come from the whole dose curve; as a rule, active = well fitted curve in the direction sought with a large enough effect; inconclusive = small, poorly fitted or top-dose-only effect, or another doubt; inactive = no such curve, though single readings can be large; an effect the other way counts as inactive or inconclusive. An excerpt; rates above refer to the full screens.

SMILES | ERG-DNA inh | 12-LOX inh | Vif-A3F inh | RGS4 inh | LDHA inh | D2 agonist | D2 antag | Vif-A3G inh | Glioma ERSR ind
O=C1N=C(N2CCOCC2)S/C1=C\c1cccs1 | -2% | -16% | 0% | -6% | -4 | -1.2 | -7 | 0% | 5%
CCCCn1c(N)c(N(CC(C)C)C(=O)c2cc(C)nc3ccccc23)c(=O)[nH]c1=O | 9% | -25% | -20% | -2% | -1 | -0.1 | 11 | -6% | -2%
CS(=O)(=O)c1[nH]nc(-c2ccccc2)c1C#N | -2% | 10% | 12% | 13% | -10 | 0.2 | -7 | 2% | -1%
CCOCCCNC(=O)c1cc2c(=O)n(C)c3ccccc3c2n1C | -3% | -4% | -13% | 17% | -5 | 1.5 | / | -13% | -1%
O=C(Cc1ccccc1F)Nc1cc(Cl)ccc1N1CCCC1 | -8% | -23% | -4% | 7% | 2 | -0.7 | -17 | 4% | -2%
COc1cc2nc(C3CCC3)n(NC(=O)C3CCCC(OC)C3)c(=O)c2cc1OC (stereo not given) | 0% | 9% | -5% | -3% | 1 | 0.1 | 8 | 0% | -5%
Cc1ccccc1NC(=O)C1CCCN1C(=O)NC1CCCCC1 (stereo not given) | -4% | -18% | -7% | 6% | -6 | -0.3 | 12 | -6% | -2%
COc1ccc(C(=O)NC23CC4CC(CC(C4)C2)C3)cc1 | 3% | 9% | -1% | -7% | -4 | 0.5 | -7 | -4% | -3%
COc1ccc(CCNC(=O)C(=O)NCC(c2cccnc2)N2CCN(c3ccccc3)CC2)cc1 (stereo not given) | 3% | -1% | 1% | 13% | -5 | 0.0 | / | 1% | -3%
COc1ccc(S(=O)(=O)N2CCN(c3ccc(C)cc3C)CC2)cc1OC | -9% | 414%[activator] | -10% | ? | -9 | -0.9 | -10 | 2% | -5%
CCc1ccc(N2C(=O)CN(Cc3cccs3)C2=S)cc1 | -2% | 6% | -12% | 15% | -8 | -0.3 | 8 | -8% | 2%
COc1cccc(CNC(=O)c2cc3c(cc2Cl)N2CCCCCC2=NS3(=O)=O)c1 | -1% | -12% | -5% | -1% | -5 | 0.4 | 9 | 1% | 1%
O=c1cc(-c2ccc(Cl)cc2)oc(=O)[nH]1 | -11% | ? | 5% | 3% | -11 | 0.5 | 3 | 2% | -2%
CC(=O)c1ccc(Sc2ccccc2)c([N+](=O)[O-])c1 | -2% | -14% | -14% | -6% | -2 | / | / | -2% | -4%
O=C(COC(=O)c1ccccc1)NCc1cccs1 | 0% | 0% | -2% | -3% | -5 | 0.3 | -10 | 2% | 0%
Cc1ccc(CNS(=O)(=O)c2ccc(F)c(F)c2)n1C | -3% | ? | 3% | 14% | -6 | -0.1 | -3 | 2% | -4%
Cc1cc(C)c(NC(=O)CCCC(=O)O)c(Cl)c1 | -7% | -6% | 4% | 5% | 0 | 0.5 | -3 | -1% | -5%
O=C(COc1ccc(Br)cc1)NCc1ccccn1 | / | 17% | -20% | 14% | -5 | / | / | -2% | 4%
O=C1NCC(COc2ccc(Cl)cc2)O1 (stereo not given) | 8% | 11% | 0% | 8% | -5 | / | 4 | 2% | -2%
O=C1CC(N2CCN(S(=O)(=O)c3cccc(C(F)(F)F)c3)CC2)C(=O)N1Cc1ccccc1 (stereo not given) | 4% | 0%[57.4 µM] | 0% | -2% | -6 | 0.1 | -5 | 2% | -1%
COC(=O)CN(c1ccc(F)cc1)S(=O)(=O)c1ccc2c(c1)OCCO2 | -17% | 2% | 1% | -7% | -2 | 0.5 | 3 | -2% | -2%
Cc1c(NC(=O)C(C)Oc2ccc(Br)cc2)c(=O)n(-c2ccccc2)n1C (stereo not given) | 4% | 1% | 1% | -8% | -7 | / | / | 0% | -1%
CC1CCN(C(=O)c2ccccc2NC(=O)c2cccc(S(=O)(=O)N(C)C)c2)CC1 | 3% | 2% | -4% | 3% | -3 | 0.9 | -5 | 0% | 1%
CCC(=O)N1CCCc2cc(S(=O)(=O)N3CCN(C4CCCCC4)CC3)ccc21 | 1% | 0% | -5% | -27% | -2 | 0.4 | -9 | 4% | -5%
Cn1nc(-c2ccc(Cl)cc2)c2cc(C(=O)N3CCCC3)sc21 | -4% | 0% | 0% | -19% | -9 | 0.4 | -10 | -8% | -4%
Cc1cccc(C)c1NC(=O)c1ccc2sc([C@H]3C[C@H](O)[C@@H](CO)O3)nc2c1 | / | 2% | / | / | -8 | / | / | 0% | -3%
Cc1cccc2nc(CSc3ccccc3C(=O)O)cn12 | -7% | -21% | 1% | -7% | -1 | -1.2 | -1 | -2% | 2%
CC(C)(C)OC(=O)CC(S(=O)(=O)c1ccccc1)S(=O)(=O)c1ccccc1 | / | -1% | 4% | / | -4 | / | / | -27% | -13%
CC(C)Cn1c(N)c(C(=O)COC(=O)c2cnc(Cl)c(Cl)c2)c(=O)n(C)c1=O | 1% | 13% | 0% | -9% | -2 | 6.3 | 12 | 2% | 8%
O=C(NC1CCCC1)C1CCCN(S(=O)(=O)c2cnc[nH]2)C1 (stereo not given) | -12% | 5% | -17% | -12% | -3 | / | / | -1% | -5%
CC(C)CN1CCN(Cc2nc3ccccc3s2)CC1CCO (stereo not given) | -5% | -4% | 1% | -44% | 0 | 0.6 | -2 | 5% | 2%
Cc1ccc2c(c1)[nH]c1c(=O)n(CCN3CCNCC3)cnc12 | -1% | 446%[activator] | -11% | -24% | 6 | -0.6 | 12 | 1% | 1%
CN(C)c1ccc(/C=C/c2nc(-c3ccccc3O)n(-c3ccccc3)n2)cc1 | 2% | -17% | 2% | -11% | -9 | -0.6 | / | 2% | -1%
CCOC(=O)CNC(=O)CSc1nnc(CCc2nc3ccccc3[nH]2)n1C | 0% | 16% | 13% | 40% | -15 | 1.2 | -3 | -1% | 2%
O=C(N/N=C/c1ccc(C(=O)O)cc1)C1=NNC(c2ccccc2)(c2ccccc2)C1 | 1% | -5% | 0% | ? | -1 | -1.6 | -1 | -1% | -1%
COCCNC(=O)CSCc1nc(-c2ccc(SC)cc2)oc1C | -2% | -5% | 2% | -2% | 5 | -0.2 | 1 | 1% | 1%
Cc1cc(C(=O)N/N=C/c2cn[nH]c2-c2ccccc2)cs1 | -6% | -14% | 1% | -10% | 4 | 0.4 | 30* | -2% | -2%
CCCC(=O)Nc1ccc(-c2csc(N/N=C\c3ccncc3)n2)cc1 | -4% | ? | -13% | -30% | -3 | -1.5 | -8 | -10% | -2%
O=C(Nc1cccc(C(F)(F)F)c1)C1CCCN1S(=O)(=O)c1cccc2cccnc12 (stereo not given) | 2% | 19% | -2% | -10% | 3 | / | / | 1% | -4%
CSc1nc(C)[nH]c(=O)c1C#N | 8% | -1% | 3% | 26% | -7 | 1.5 | 10 | 3% | -3%
O=C(O)CC(CCc1ccccc1)OC1OC(CO)C(O)C(O)C1O (stereo not given) | -1% | 45µM* | 8% | 0% | 3 | 1.0 | -4 | 0% | -1%
NC(=O)CC[C@H](NC(=O)c1ccc(F)cc1)C(=O)OCC(=O)Nc1ccc(N2CCOCC2)cc1 | 9% | 14% | -29% | -48% | 3 | / | / | 0% | -4%
CCOc1ccc(NC(=O)N2CCN(CC)CC2)cc1 | -1% | 6% | -2% | -11% | 3 | 1.2 | -32 | -2% | -4%
CCOC(=O)Cn1c(=O)c2c(nc(N3CCOCC3)n2Cc2ccccc2)n(C)c1=O | 1% | -8% | -3% | 21% | -3 | -0.5 | / | 0% | -2%
Cc1cccc(NC(=O)CSc2cccc[n+]2[O-])c1C | -4% | -13% | 8% | 3% | -4 | / | / | 0% | 2%
Cc1cc(C)n(-c2nc(C(=O)O)cs2)n1 | 0% | -11% | 5% | -20% | -3 | 1.3 | 2 | 3% | -3%
Cc1ccc(Sc2ncccc2C(=O)O)c(C)c1 | 3% | -20% | 1% | -2% | -3 | / | / | 0% | -4%
COc1ccc(-c2nc(-c3ccc(NC(=O)c4ccncc4)cc3)no2)cc1OC | -14% | / | 5% | -1% | 1 | / | / | 0% | -5%
O=C(c1ccccc1)C(Sc1ncn[nH]1)c1ccccc1 (stereo not given) | 0% | ? | -7% | -51% | -8 | -0.6 | -13 | -5% | 1%
Cc1cc(C(=O)CN2CCCC2)c(C)n1-c1ccc(Cl)cc1 | -2% | 96%[activator] | -3% | -8% | -1 | -0.5 | -13 | 0% | -10%
CC(=O)N(CCC(c1ccco1)C(C)C)Cc1ccc(Cl)cc1 (stereo not given) | 2% | ? | -8% | ? | 8 | -1.0 | -6 | -14% | -2%
Cc1ccc(N2C(=O)CCSC23C(=O)Nc2ccccc23)cc1 (stereo not given) | -8% | -16% | -9% | -10% | -4 | 0.4 | 10 | -7% | -5%

Only D2 agonist, Glioma ERSR ind and ERG-DNA inh (two entries from above):
mol	D2 agonist	Glioma ERSR ind	ERG-DNA inh
COc1ccc(-c2nc(-c3ccc(NC(=O)c4ccncc4)cc3)no2)cc1OC	/	-5%	-14%
O=C(c1ccccc1)C(Sc1ncn[nH]1)c1ccccc1 (stereo not given)	-0.6	1%	0%
